Screening data (PubChem)
HIF-2a block: blocks HIF-2a reporter activity; 786-0 RCC cells HIF-2a reporter, luciferase luminescence, overnight; inhibition, % at 18.8 µM; hit rate 0.72% among 360,000;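 active means inhibition of the luminescence signal of 40% or more relative to plate controls, in a single-dose primary screen at 18.75 µM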
TRPM1 prom inh: reduces MITF-dependent TRPM1 promoter luciferase signal; SK-MEL-5 TRPM1 promoter luciferase, 24 h; hit rate 0.83% among 330,000; inhibition, % at 12.5 µM;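 active means mean inhibition across replicates of 60% or more, whatever share of single replicates reaches that level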; further: values of inactives mirror those of a sister screen read the other way
Shn3 inh set2: inhibitors of Schnurri-3 3'UTR reporter in osteoblasts; hit rate 0.52% among 360,000; Clone20 osteoblast Shn3 3'UTR firefly luciferase, 24 h; inhibition, % at 12.5 µM; AID 588674;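 active means mean inhibition of at least 75% with every replicate also reaching 75%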;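 further: 0% = median of neutral control wells and 100% = pilot-screen positive control compound; some compounds past the cut are filed as inactive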
PDI inh: blocks human protein disulfide isomerase activity; hit rate 0.052% among 350,000; inhibition, % at 10 µM; PDI insulin aggregation turbidity, A650, 90 min; P07237;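 active means mean inhibition across replicates of 30% or more, whatever share of single replicates reach that level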;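 further: absorbance from insulin aggregation driven by PDI reduction with DTT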
Vif inh: HIV Vif inhibition | hit rate 0.35% among 340,000 | AID 602346 | HEK293T cells, Vif self-association by quenched fluorescence, imaging, 24 h | inhibition, % at 7.49 µM; in the data active means inhibition above about 50%, passing the limit was not always enough; further: some results filed as inactive read as strong as hits
NR2E3 ag-1: NR2E3 (human) agonism. Q9Y5X4. GST-NR2E3/biotin-RetCOR TR-FRET, 1536-well. inhibition of corepressor binding, % at 4.78 µM. hit rate 0.12% among 320,000. AID 2300;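 active means percent inhibition above the cutoff of mean plus 3 SD of all tested compounds, set per screening campaign, cut at about 20% in these data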;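 further: 0% = DMSO wells and 100% = biotin wells as full block of FRET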
Target sequence (Q9Y5X4 whole entry, looked up): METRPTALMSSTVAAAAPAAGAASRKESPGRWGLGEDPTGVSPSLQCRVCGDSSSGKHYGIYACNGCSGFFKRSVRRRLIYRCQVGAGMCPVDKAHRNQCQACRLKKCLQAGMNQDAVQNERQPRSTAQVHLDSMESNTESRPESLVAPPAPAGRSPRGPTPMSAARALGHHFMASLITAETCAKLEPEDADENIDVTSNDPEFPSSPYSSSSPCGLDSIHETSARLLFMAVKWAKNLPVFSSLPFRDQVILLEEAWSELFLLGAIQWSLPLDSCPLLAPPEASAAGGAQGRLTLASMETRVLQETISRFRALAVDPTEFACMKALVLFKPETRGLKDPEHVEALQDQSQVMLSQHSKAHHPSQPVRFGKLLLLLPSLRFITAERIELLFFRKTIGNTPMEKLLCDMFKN
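Assay system: NR2E3–RetCOR corepressor complex. Quantity: 1.35 nM GST-NR2E3. Buffer or medium: pH 7.5 Tris-based buffer. Reagent: biotinylated RetCOR corepressor at 7 nM final. Schedule: 5 h at 4 °C. Detection: TR-FRET, emission read at 617 and 671 nm. Replicates: one well per compound, singlicate testing.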
NR2E3 ag-2: agonists of human NR2E3 nuclear receptor; AID 602229; CHO-S Gal4-NCOR/VP16-NR2E3 two-hybrid, luciferase; hit rate 0.35% among 360,000; inhibition of corepressor binding, % at 3.98 µM; Q9Y5X4;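 active means inhibition above the mean of all tested compounds plus 3 SD, cut at about 70% in these data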;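 further: 0% = DMSO with NR2E3 transfected cells and 100% = cells lacking NR2E3 construct; higher means lower luciferase signal from less NR2E3 corepressor binding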
KKLEB tox: CF airway cell cytotoxicity counter-screen. activity change (cytotoxicity), % at 5 µM. KKLEB CF airway cells viability, ATPlite luminescence, overnight; stronger effect = lower value; cells stimulated with P. aeruginosa culture filtrate. hit rate 0.36% among 360,000;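 active means corrected activity change at or below -50% at 5 µM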
CaV13 FRET inh: Primary screen for inhibitors of IQ motif and Ca2+-dependent inactivation inhibitor domain binding in CACNA1D, Förster resonance energy transfer in living cells, …; HEK cells, CFP/YFP FRET ICDI-IQ, plate reader, 10 min; percent FRET-ratio fall versus neutral wells; inhibition, % at 12.3 µM; hit rate 0.098% among 340,000; AID 743397;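 active means mean replicate inhibition of at least 30% and at least 1% of replicates passing that level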;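 further: 0% = median of the neutral control wells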
CF NFkB block: blocks PAF-induced NF-kB reporter in cystic fibrosis cells | KKLEB NF-kB-GFP reporter, GFP fluorescence overnight | inhibition, % at 5 µM | hit rate 0.86% among 360,000 | AID 588850;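 active means at least 50% inhibition at 5 µM, scaled per plate between neutral and stimulator controls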;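 further: PAF is a Pseudomonas aeruginosa culture filtrate used as stimulus; plate controls were PAF-stimulated DMSO wells for no effect and unstimulated DMSO wells for full effect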
Peg3 promoter: Peg3 promoter activity inhibition | HeLa PEG-Prom luciferase reporter, luminescence, overnight | inhibition, % at 20 µM | hit rate 1.7% among 360,000;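 active means inhibition of at least 50% at 20 µM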
The depositor's hits bear a star; / = no result given. Random draw from the library (roughly 3.3% active in at least one column).

canonical_smiles,HIF-2a block,TRPM1 prom inh,Shn3 inh set2,PDI inh,Vif inh,NR2E3 ag-1,NR2E3 ag-2,KKLEB tox,CaV13 FRET inh,CF NFkB block,Peg3 promoter
C=CCn1c(SCC(=O)c2c(C)[nH]c3ccccc23)nnc1-c1ccncc1,11.4,-6.3,15.4,2.1,4.9,10.5,17.2,-12.7,-3.5,9.1,3.5
CC(C)C1/C(=N/O)CC(c2ccccc2)NC1c1ccccc1 (configuration not stated),-4.8,-3.9,-42.9,-4.1,-6.9,3.1,8.3,5.4,-4.0,2.6,18.1
Cc1ccn(CC(=O)N2CCCC(Nc3ccc(F)c(F)c3)C2)n1 (configuration not stated),12.2,8.7,7.6,-0.4,0.8,1.1,-6.9,-4.3,/,8.8,19.6
COc1ccc(CCNC(=O)C23CN(Cc4ccccc4)CC2C(c2ccc([N+](=O)[O-])cc2)=NO3)cc1 (configuration not stated),4.4,-13.8,4.4,6.6,/,5.1,-20.7,-15.6,-7.8,-4.5,5.4
O=c1[nH]c2ccccc2nc1C(F)(F)F,1.8,-3.1,2.3,-33.0,14.5,-5.4,-14.7,15.3,-4.7,10.0,-15.5
Cc1c(NS(=O)(=O)c2ccc(Br)s2)c(=O)n(-c2ccccc2)n1C,11.2,1.9,1.2,-6.7,7.0,2.9,-17.4,4.6,-1.0,-4.0,7.3
CC1CCc2cc(F)ccc2N1S(=O)(=O)c1ccc(Cl)nc1 (configuration not stated),13.0,5.3,-4.1,13.3,0.7,-0.5,-5.7,-11.3,-4.9,8.4,13.4
CCCCn1c(-c2csc(CC)c2)n[nH]c1=S,9.2,0.6,-5.7,3.5,0.6,-3.6,3.6,15.6,-5.5,-24.6,-5.1
O=C(CC(SCCO)c1ccc2c(c1)OCO2)c1cccs1 (configuration not stated),-269.7,-84.0,-62.0,-0.9,-0.3,-2.6,-105.2,-10.3,-4.8,2.8,-253.6
O=C(O)c1ccc(/C=C/c2nc3sc4c(c3c(=O)[nH]2)CCC4)cc1,13.3,-5.0,-0.7,3.6,-5.2,1.8,-6.6,6.3,-10.5,6.6,3.5
O=C(CCCCCNC(=O)N1CCn2c1nc1ccccc12)N[C@H](C(=O)O)c1ccccc1,7.5,-2.1,-2.9,/,-1.4,0.1,-16.3,-11.3,/,-6.7,-4.7
O=C(CN1C(=O)C(=O)N(CCC2=CCCCC2)C1=O)c1c[nH]c2ccccc12,20.2,19.0,6.2,2.9,-6.8,/,12.3,-2.3,-4.6,-1.3,11.3
COc1cccc(CC2(CO)CCN(C(=O)NCCc3ccccc3)CC2)c1,6.4,0.2,5.0,1.9,3.6,0.1,-34.1,6.6,-2.7,17.1,-11.7
COC(=O)C(C#N)C(=C1C(=O)CC(C)(C)CC1=O)c1ccc(O)cc1 (configuration not stated),-1.4,-6.9,-8.6,-0.1,-1.5,3.9,-1.6,-50.0*,/,-6.5,4.0
O=C(/C=C/c1c(F)cccc1Cl)c1ccc(O)cc1,-97.9,-2.5,-16.0,79.2*,25.3,-1.7,-36.8,1.3,-2.6,19.6,-109.3
COc1ccc(C2CC(C(F)(F)F)n3nc(C(=O)O)c(Br)c3N2)cc1 (configuration not stated),8.3,-6.0,-1.8,-20.9,9.9,4.2,-5.9,2.3,-5.1,0.9,18.1
O=C1NC2(CCCCC2)Oc2ccccc21,-57.6,-7.6,8.3,17.5,-17.5,3.7,-25.2,1.6,/,-3.4,-102.2
Cc1c(NC(=O)CN2C(=O)C3C4C=CC(C4)C3C2=O)c(=O)n(-c2ccccc2)n1C (configuration not stated),7.7,14.8,-0.2,10.6,-6.4,0.3,-9.3,5.1,0.4,1.0,9.9
CCOCC(=O)Nc1sc2c(c1C(=O)OCC)CCCC2,8.5,0.7,-2.0,4.3,-8.2,5.4,-13.6,-8.5,0.7,19.7,-4.7
Cc1ccc(CN(C)c2ccc(S(=O)(=O)N3CCCC3)cn2)cc1,-1.6,8.4,5.3,1.9,5.5,/,10.8,-6.5,-2.1,1.9,17.1
CC(C)(C)OC(=O)NCCCCCNC(=O)c1[nH]cnc1C(=O)N[C@@H](CCCCNC(=O)OC(C)(C)C)C(=O)OC(C)(C)C,9.2,6.5,14.2,5.0,0.7,-0.9,21.2,-0.9,/,-5.5,11.4
COc1ccc(-n2c(O)c(/C=N/NS(=O)(=O)c3ccc(C)c([N+](=O)[O-])c3)c3ccccc3c2=O)cc1OC,6.9,1.2,-7.7,-3.7,8.4,-0.3,-3.9,15.7,-14.4,-31.8,-8.7
Cc1c(Cl)c(=O)oc2cc(OCC(=O)N3CCCC(C)C3)ccc12 (configuration not stated),-19.6,-6.7,4.8,-2.9,-2.7,/,-6.9,16.5,-5.1,-25.9,-12.1
CN(C1CCS(=O)(=O)C1)S(=O)(=O)c1cccc2nsnc12 (configuration not stated),8.6,-2.0,-3.1,16.0,-13.6,0.2,-22.8,12.1,-7.3,-0.7,-2.9
Cc1ccc(-c2nc3ccccc3s2)cc1S(=O)(=O)N1CCCC1,-259.2,-51.1,1.0,-3.8,6.2,1.4,-70.0,0.5,-8.4,2.7,-65.1

(further entries)
canonical_smiles,HIF-2a block,TRPM1 prom inh,Shn3 inh set2,PDI inh,Vif inh,NR2E3 ag-1,NR2E3 ag-2,KKLEB tox,CaV13 FRET inh,CF NFkB block,Peg3 promoter
CCCn1c(N)c(C(=O)CSc2nnc(Cc3cccs3)n2C2CC2)c(=O)[nH]c1=O,-8.3,/,-4.9,-3.7,-12.9,/,-9.7,3.3,-5.8,18.2,-3.3
CCn1c(SCC(=O)Nc2ccc(NC(C)=O)cc2)nc2c([nH]c3ccccc32)c1=O,18.8,40.1,-13.9,-5.6,14.2,2.5,1.7,-6.5,/,-22.0,14.3
NC(=O)C1CCCN(C(=O)CCC(=O)c2cccs2)C1 (configuration not stated),-8.7,1.4,-19.5,1.2,12.5,/,-14.3,2.7,-5.6,-6.6,0.2
CC(=O)Nc1ccc(C(=O)N(C)c2ccccc2)cc1,11.1,5.4,-20.8,8.4,-2.0,5.1,-9.8,10.9,-5.7,-5.4,4.0
CC(C)(C)C(=O)NC1CC2CCCC(C1)N2C(=O)Nc1ccc(Cl)cc1 (configuration not stated),13.2,-5.2,-0.4,4.5,-2.1,0.7,-18.0,17.0,-20.0,-1.1,3.7
Cc1cc(C)nc(SCC(=O)N2CCCCC2)n1,-1.6,12.6,-5.2,-5.4,/,0.6,7.0,0.0,-4.3,-25.8,7.7
NS(=O)(=O)c1ccc(CNc2ccc3ccccc3n2)cc1,-203.4,-57.7,-68.6,6.1,-2.6,-0.1,-73.7,12.1,-4.7,-16.4,-129.2
O=C(c1ccc(Cl)nc1)N1CCN(S(=O)(=O)c2ccccc2)CC1,7.1,2.8,-1.3,-2.4,1.3,4.3,-8.7,12.0,-1.5,1.6,10.6
COc1ccc(CCNCc2cc(C)n(-c3ccc(OC)cc3)c2C)cc1,11.5,-8.1,1.0,0.2,-18.5,0.2,16.7,0.9,-3.3,10.4,10.2
Cc1cc(NC(=O)CSc2nc(Cc3ccccc3)c(C)[nH]2)no1,8.5,19.2,11.5,-1.8,-3.8,7.1,-26.2,-3.6,-2.7,14.4,3.4
CCN1CCN(C(c2cccs2)C(C)NC(=O)c2ccco2)CC1 (configuration not stated),-2.3,6.0,0.8,13.4,27.6,-1.1,-5.5,1.6,-9.2,6.8,19.2
CCn1cc(/C=N\NC(=O)c2ccc(Cl)cc2)cn1,-9.8,10.0,-6.8,0.9,/,-0.7,-23.7,5.9,-3.6,-8.8,4.5
COc1ccc(C2c3c(ncn(CCN4CCOCC4)c3=N)Oc3ccc4ccccc4c32)cc1OC (configuration not stated),-15.7,5.2,1.5,10.3,25.3,0.8,-23.0,-23.5,-4.5,14.9,77.8*
C/C(=N\OCC(=O)Nc1nc2ccccc2s1)c1ccccc1,3.5,1.8,0.1,6.7,-12.5,-3.3,-9.7,-0.1,-4.2,15.3,-0.2
O=C(CNC(=O)c1ccco1)NCC(=O)OCc1cccc(C(=O)Oc2ccccc2)c1,-16.1,15.5,-31.1,-0.8,/,2.5,-6.6,9.8,/,-4.9,-12.2
